Screens (PubChem)
PLC-beta3 inh: inhibitors of human phospholipase C beta3; 370,000 tested, 0.18% active; Q01970; Purified PLC-beta3, fluorogenic substrate, fluorescence; AID 720704; inhibition, % at 12.2 µM; in the data active = inhibition above about 11%;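 also: 0% = median of compound wells on plate and 100% = full blocker control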
MBD2 inh: blocks human MBD2 binding to methylated DNA; inhibition, % at 4.4 µM; TR-FRET, MBD2 binding to methylated oligonucleotide; 370,000 tested, 0.31% active; in the data active = inhibition above about 13%
ssDAF12 agonist: activators of S. stercoralis DAF-12 nuclear receptor; HEK293 ssDAF-12/GRIP1 lit1-tk-luc reporter, luminescence; % of 3 µM dafachronic acid response; activation, % at 6.8 µM; 370,000 tested, 1% active;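 active = activation above the mean over all tested compounds plus 3 SD, cut at about 0.9% in these data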;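 also: 0% = DMSO-only wells and 100% = 3 µM delta7-dafachronic acid wells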
SMARCA2 activ: activators of SMARCA2 function; MG213 cells, MMTV-luciferase reporter, dexamethasone, overnight; activation, % at 9.1 µM; 370,000 tested, 1% active; in the data active = activation above about 7.8%;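 also: 0% = vehicle wells and 100% = reference activator wells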
DAX1 inh-1: blocks DAX1 repression of SF-1 activated StAR promoter; 370,000 tested, 1.1% active; HEK293T StAR-luciferase reporter, SF-1/DAX-1 repression relief; inhibition, % at 6.8 µM; AID 652010;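 active = inhibition above the mean over all tested compounds plus 3 SD, cut at about 3.6% in these data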;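 also: 0% = DAX-1 cells with DMSO and 100% = cells lacking DAX-1 with DMSO; higher inhibition means more luminescence from relief of DAX-1 repression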
hcDAF12 agonist: activates DAF-12 receptor from parasite H. contortus. HEK293 hcDAF-12 lit1-tk-luc reporter, luminescence; 0% DMSO, 100% Δ7-dafachronic acid. activation, % at 6.8 µM. 370,000 tested, 1.4% active. AID 652067;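 active = activation above the mean of all tested compounds plus 3 SD, cut at about 5.5% in these data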;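 also: 100% = response to 3 µM Δ7-dafachronic acid high control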
Rev-erbA mod: modulates human Rev-erb alpha binding to DNA | P20393 | Rev-erbα–FITC-DNA binding, fluorescence polarization, 90 min | activity, % at 10 µM | 370,000 tested, 0.79% active;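 active = activity above about 14%, limit read from the data; passing the limit was not always enough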;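 also: 0% = DMSO wells with 35 nM protein and 100% = DMSO wells with 750 nM protein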
hgDAF-12 ag: activates the H. glycines DAF-12 receptor ligand-binding domain; HEK293 GAL4-hgDAF12 UAS-luciferase reporter, agonist luminescence; normalized to butyrate control; activation, % at 6.8 µM; 370,000 tested, 1.8% active;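 active = activation above a cutoff set at the mean of all screened compounds plus 3 SD, cut at about 10% in these data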;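 also: 0% = DMSO wells and 100% = sodium butyrate wells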
PLCg1 inh: blocks human PLC-gamma1 enzyme activity; P19174; purified PLC-gamma1, fluorogenic substrate, fluorescence; inhibition, % at 12.2 µM; 370,000 tested, 0.84% active; AID 720700; in the data active = inhibition above about 9.5%
DAX1 inh-2: inhibits human nuclear receptor DAX1 | P51843 | AID 504766 | 340,000 tested, 0.99% active | HEK293 Gal4-DAX1 luciferase reporter, luminescence | inhibition, % at 6.75 µM;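 active = inhibition above the mean over all tested compounds plus 3 SD, cut at about 4.2% in these data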;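 also: 0% = DAX1-transfected cells with DMSO and 100% = empty-vector control cells with DMSO; inhibition shows as a rise in luminescence from relieved DAX1 repression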
Target sequence (P51843 207-470 limits assumed): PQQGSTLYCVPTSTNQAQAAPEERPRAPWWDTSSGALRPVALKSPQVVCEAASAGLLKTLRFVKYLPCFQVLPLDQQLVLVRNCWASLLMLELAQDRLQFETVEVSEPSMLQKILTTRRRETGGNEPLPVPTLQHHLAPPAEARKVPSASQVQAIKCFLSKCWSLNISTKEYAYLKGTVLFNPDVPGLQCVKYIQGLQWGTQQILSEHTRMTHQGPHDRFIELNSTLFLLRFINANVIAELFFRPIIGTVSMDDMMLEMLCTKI
ADAM17 inh: ADAM17 inhibition, QFRET primary screen. 370,000 tested, 0.83% active. inhibition, % at 6.95 µM. recombinant ADAM17, EDANS/DABCYL FRET peptide cleavage;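 active = inhibition above the mean of compounds lying between control limits plus 3 SD, set per campaign, cut at about 8.5% in these data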;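 also: 0% = DMSO-only wells as the low control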
Target sequence (P78536 215-824 limits assumed): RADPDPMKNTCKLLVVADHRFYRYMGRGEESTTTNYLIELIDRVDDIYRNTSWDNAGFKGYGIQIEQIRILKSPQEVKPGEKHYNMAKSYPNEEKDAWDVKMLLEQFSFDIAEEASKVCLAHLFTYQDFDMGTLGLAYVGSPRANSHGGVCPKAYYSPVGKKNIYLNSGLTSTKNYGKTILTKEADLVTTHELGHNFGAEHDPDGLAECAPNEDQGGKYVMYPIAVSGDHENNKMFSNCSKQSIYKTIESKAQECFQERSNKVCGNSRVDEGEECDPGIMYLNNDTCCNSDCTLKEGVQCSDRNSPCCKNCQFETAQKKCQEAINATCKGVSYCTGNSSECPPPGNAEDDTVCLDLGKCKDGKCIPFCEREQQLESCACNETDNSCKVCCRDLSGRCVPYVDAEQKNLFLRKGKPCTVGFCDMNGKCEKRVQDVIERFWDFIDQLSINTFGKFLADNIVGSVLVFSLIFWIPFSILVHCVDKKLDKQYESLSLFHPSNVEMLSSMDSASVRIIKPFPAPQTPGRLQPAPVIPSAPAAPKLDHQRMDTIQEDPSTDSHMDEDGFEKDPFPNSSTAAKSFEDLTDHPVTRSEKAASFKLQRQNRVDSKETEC
The depositor's hits bear a star; nt = no result given.

item	SMILES	DAX1 inh-2	SMARCA2 activ	hgDAF-12 ag	ADAM17 inh	DAX1 inh-1	PLC-beta3 inh
1	COc1ccc(OC)c(C(C(=O)NCc2ccco2)N(C(=O)Cn2nnc3ccccc32)C2CC2)c1 (stereo not drawn)	-0.2	2	-1.3	-4	-0.6	-3
2	Cc1ccc(O)c(C(=O)c2cc(C#N)c(=O)n(C(C)c3ccccc3)c2)c1 (stereo not drawn)	-0.7	-3	-1.0	2	-0.7	-3
3	Cc1ccc(CNc2ccc(Cl)cc2[N+](=O)[O-])cc1	2.6	-1	7.5	-4	-0.3	2
4	Oc1ccc(/C=N/Nc2cc(N3CCCC3)nc(N3CCCC3)n2)cc1	1.0	-3	-1.3	-5	-0.1	-19
5	CC(C)Oc1ccc(S(=O)(=O)N2CCCCCC2)c2ccccc12	nt	0	-2.9	0	0.0	-2
6	COc1ccccc1C(=O)NC(=S)Nc1ccc(S(=O)(=O)N2CCN(C)CC2)cc1	-1.0	-4	1.0	-10	-1.1	-1
7	CC(=O)NCCc1nc2ccccc2n1CCOc1ccccc1	3.2	7	1.6	1	0.0	-4
8	COc1ccc(S[C@]2(C(=O)N3CCOCC3)CC(=O)N(c3ccc(C#N)cc3)[C@@H]2c2ccc(OC)cc2)cc1	nt	-2	-1.8	5	-1.7	2
9	Nn1c(=S)[nH]c2sc3c(c2c1=O)CCCC3	-0.3	-4	0.3	-5	-0.1	-13
10	COc1cc(NC(=O)CSc2nc3ccccc3cc2Cc2ccccc2)cc(OC)c1	-0.3	-1	-0.4	-4	-0.2	2
11	CCCCOC(=O)Sc1nc2ccccc2o1	-1.0	-2	2.5	-6	1.1	-2
12	Oc1ccccc1/C=N/Nc1cccc2cccnc12	2.4	3	1.3	-4	1.6	-17
13	COC(=O)[C@H](Cc1ccccc1)N(C)S(=O)(=O)c1cccc(S(=O)(=O)N(C)[C@@H](Cc2ccccc2)C(=O)OC)c1	-1.1	-1	-3.5	5	-0.4	1
14	O=S1(=O)CC/C(=N/Nc2ccc(C(F)(F)F)cn2)c2cc(F)ccc21	-1.7	0	-1.5	-2	-0.1	-2
15	COc1ccc(C(=O)NCC2CCCCC2)cc1S(=O)(=O)N1CCCC1	0.1	0	-0.5	-3	0.3	-7

item	PLCg1 inh	hcDAF12 agonist	MBD2 inh	ssDAF12 agonist	Rev-erbA mod
1	-3	-1.8	7	-1.5	-5
2	2	-2.4	1	-2.0	-3
3	-2	0.3	-5	-0.9	4
4	-24	-3.3	-1	-1.4	-4
5	1	-3.6	-1	-0.9	0
6	1	-3.1	7	-1.5	-5
7	4	-0.6	1	-1.4	-8
8	1	-2.1	1	-1.1	-5
9	-3	-1.5	9	-1.6	-1
10	1	-0.2	-1	-1.6	3
11	0	-0.3	1	-0.4	7
12	-15	2.5	-6	0.8	4
13	2	-1.8	1	-1.5	-7
14	1	0.8	4	-2.0	-9
15	3	-0.8	3	-1.5	3

(continued)
item	SMILES	DAX1 inh-2	SMARCA2 activ	hgDAF-12 ag	ADAM17 inh	DAX1 inh-1	PLC-beta3 inh
16	O=C(Cn1nc(-c2ccccc2)c2ccccc2c1=O)Nc1ccc(O)cc1	-0.5	-2	4.4	-5	0.3	-6
17	CC[C@@]1(C(=O)OC)N[C@H](CN(C)S(=O)(=O)c2ccc(F)cc2)[C@@H]2C(=O)N(C)C(=O)[C@@H]21	0.5	2	1.1	-2	-0.1	-1
18	Cc1noc(C)c1C(=O)OC(C)C(=O)c1ccc(C(C)(C)C)cc1 (stereo not drawn)	1.5	-1	1.6	-2	0.1	3
19	COc1ccc(S(=O)(=O)N2CCOCC2)cc1C(=O)N1CCCC1	1.0	-3	-1.5	2	-1.0	0
20	Cc1ccc(-c2nc3c4ccccc4ccn3c2CN2CCCCC2)cc1	2.9	-2	1.9	-7	-0.2	-7
21	Cc1ccc(CN2C(=O)CCC2C(=O)NCc2ccccc2Cl)cc1 (stereo not drawn)	2.9	-4	-0.3	-6	-0.6	-9
22	CCOc1ccc(S(=O)(=O)N2CCC(C(=O)Nc3ccc(C)c(S(=O)(=O)N4CCOCC4)c3)CC2)cc1	0.4	-2	-2.1	3	-2.3	-3
23	Cc1ccc(NC(=O)CN2CCC3(O)CCCCC3C2c2ccc3c(c2)OCO3)c(C)c1 (stereo not drawn)	0.3	0	1.5	-4	0.2	-1
24	O=C(CCC(=O)c1ccc(F)cc1)Nc1cccc(Br)c1	0.4	1	1.5	-3	-0.6	1
25	CN(C)c1cc(-c2cccc([N+](=O)[O-])c2)oc(=O)c1Cl	1.1	-2	-1.2	-2	-0.1	-6
26	C=CCn1c(SCC(=O)NC(=O)Cc2ccccc2)nnc1-c1ccccc1F	0.4	-5	1.0	-2	0.1	4
27	CC(=O)C1=C(O)C(=O)N(c2ccc(C(=O)O)cc2)C1c1ccc([N+](=O)[O-])cc1 (stereo not drawn)	1.9	0	-0.6	1	-0.1	-3
28	Cc1onc(-c2c(Cl)cccc2Cl)c1C(=O)N=C(N)N1CC(C)OC(C)C1 (stereo not drawn)	3.3	4	-0.5	-2	-0.3	-2
29	O=C(/C=C/Sc1ncn[nH]1)c1ccc(Cl)cc1	-2.5	-12	-4.6	-5	-2.0	0
30	CC1(C)OC(=O)N(c2cccnc2)C1(C)O (stereo not drawn)	0.6	2	-0.8	-2	-0.2	1

item	PLCg1 inh	hcDAF12 agonist	MBD2 inh	ssDAF12 agonist	Rev-erbA mod
16	2	-2.2	-3	-0.2	1
17	1	0.4	-2	-1.5	-1
18	-1	-1.4	-3	-1.0	-4
19	7	-1.1	-3	-1.1	9
20	1	6.7*	5	0.0	-3
21	1	0.2	-1	-1.6	2
22	4	-2.5	-1	-1.5	7
23	0	-2.4	4	-1.8	-6
24	0	0.7	-2	-0.4	5
25	-1	-0.4	-1	-1.6	-2
26	2	-0.2	-3	-1.0	-4
27	0	1.2	-5	-1.1	3
28	0	-1.2	0	-1.4	3
29	4	-1.1	4	-1.9	1
30	2	-1.7	2	-1.2	2

Sorted by number of heavy atoms (descending): some entries from above
item	SMILES	DAX1 inh-2	SMARCA2 activ	hgDAF-12 ag	ADAM17 inh	DAX1 inh-1	PLC-beta3 inh
23	Cc1ccc(NC(=O)CN2CCC3(O)CCCCC3C2c2ccc3c(c2)OCO3)c(C)c1 (stereo not drawn)	0.3	0	1.5	-4	0.2	-1
27	CC(=O)C1=C(O)C(=O)N(c2ccc(C(=O)O)cc2)C1c1ccc([N+](=O)[O-])cc1 (stereo not drawn)	1.9	0	-0.6	1	-0.1	-3
24	O=C(CCC(=O)c1ccc(F)cc1)Nc1cccc(Br)c1	0.4	1	1.5	-3	-0.6	1
25	CN(C)c1cc(-c2cccc([N+](=O)[O-])c2)oc(=O)c1Cl	1.1	-2	-1.2	-2	-0.1	-6
30	CC1(C)OC(=O)N(c2cccnc2)C1(C)O (stereo not drawn)	0.6	2	-0.8	-2	-0.2	1

item	PLCg1 inh	hcDAF12 agonist	MBD2 inh	ssDAF12 agonist	Rev-erbA mod
23	0	-2.4	4	-1.8	-6
27	0	1.2	-5	-1.1	3
24	0	0.7	-2	-0.4	5
25	-1	-0.4	-1	-1.6	-2
30	2	-1.7	2	-1.2	2

Following part:
item	SMILES	DAX1 inh-2	SMARCA2 activ	hgDAF-12 ag	ADAM17 inh	DAX1 inh-1	PLC-beta3 inh
31	Cc1ccc(NC(=O)CSc2ccc(-c3ccccn3)nn2)cc1F	0.3	0	-1.6	-4	-0.7	-6
32	Cc1nc(NCCc2ccccc2)sc1C(=O)N(C)C	3.6	8.6*	5.5	-2	0.5	-4
33	O=C(c1ccc(OC2CCN(Cc3cccc(F)c3)CC2)cc1)N1CCCCC1	-0.6	-1	-3.1	-2	-1.1	-4
34	Cc1ccc(NC(=O)CN2CCN(CCN=CC3=C(O)CC(C)(C)CC3=O)CC2)cc1	-0.8	-1	1.0	-1	-0.9	2
35	O=C(O)c1ccc(Oc2ccccc2)o1	0.4	3	-1.5	1	0.3	-7
36	CCC(=O)Nc1nc(C)c(C(=O)N2CCCCC2)s1	0.8	-1	-0.1	0	0.6	4
37	COc1ccc(N2CCN(S(=O)(=O)CCNC(=O)C3CC(=O)N(c4ccccc4)C3)CC2)cc1 (stereo not drawn)	0.6	1	0.1	-3	0.6	-85
38	Cc1cc(NC(=O)CC(C)(C)C)nc2c1c(=O)oc1ccccc12	-0.5	4	0.3	-8	0.4	-8
39	CC1CCCN(c2nc3c(c(=O)[nH]c(=O)n3C)n2Cc2ccccc2Cl)C1 (stereo not drawn)	-0.8	-4	-0.4	-2	0.0	2
40	CCOc1ccc(CN2CCNC(=O)C2CC(=O)NC2CCOCC2)cc1 (stereo not drawn)	0.4	-2	1.4	-5	0.1	-21
41	CSc1ccccc1C(=O)OCC(=O)NCCN1C(=O)CSC1=O	0.0	-1	3.3	-10	-0.1	-12
42	CN(C)CCCN1C(=O)C(=O)/C(=C(/O)c2ccncc2)C1c1ccccc1 (stereo not drawn)	0.9	1	-0.1	-4	-0.1	2
43	Cc1ccc(NC(=O)c2ccc3ccccc3n2)cc1S(=O)(=O)N(C)C	0.7	3	5.4	-2	0.5	-7
44	O=C(COC(=O)CCSc1ccc(Cl)cc1)NCc1ccccc1Cl	-1.6	-1	1.5	6	1.2	-5
45	O=C(Nc1cccc(-c2nc3ncccc3o2)c1)c1ccc2c(c1)OCO2	0.5	-2	0.6	-1	-0.8	-2

item	PLCg1 inh	hcDAF12 agonist	MBD2 inh	ssDAF12 agonist	Rev-erbA mod
31	1	-0.1	4	-1.0	13
32	-2	1.1	-4	-1.1	1
33	1	-1.7	2	-0.6	0
34	0	-0.1	1	-1.4	0
35	1	-1.2	-4	-1.8	1
36	1	-1.5	1	-1.2	-2
37	1	-2.6	1	-0.6	-1
38	-5	6.3*	-3	-1.0	38*
39	1	-2.3	4	-1.3	0
40	-9	1.1	3	-1.1	0
41	0	0.4	0	-1.2	-4
42	1	-2.1	4	-1.1	-4
43	1	2.6	-1	0.1	0
44	0	1.0	4	-1.1	3
45	-1	-0.5	3	-0.1	1

Additional results.
item	SMILES	DAX1 inh-2	SMARCA2 activ	hgDAF-12 ag	ADAM17 inh	DAX1 inh-1	PLC-beta3 inh
46	CCCCCCCCN1C(=O)[C@H](CC(=O)N2CCSCC2)C[C@@]2(C(=O)OC)CC(C)(C)CC=C12	nt	2	-1.9	3	0.0	6
47	COc1ccc(NCc2nnc(SCC(=O)N3CCCc4ccccc43)o2)cc1	0.1	3	-1.4	-1	-0.5	-3
48	Cc1ccccc1NC(=O)c1c(C)[nH]c(=S)c(C#N)c1-c1ccc(Cl)cc1	nt	1	-2.8	-1	0.0	-5
49	CCc1ccccc1NC(=O)CSc1nc2ccccc2n1CC(=O)N(C)C	-0.2	2	-0.7	0	0.4	1
50	O=C(O)C1CCC(=O)N1Cc1ccccc1Cl (stereo not drawn)	0.2	-1	0.7	3	0.7	2
51	O=C(OCC(=O)N1CCc2ccccc21)c1ccc(Br)o1	-0.2	-1	-2.7	0	-0.9	-5

item	PLCg1 inh	hcDAF12 agonist	MBD2 inh	ssDAF12 agonist	Rev-erbA mod
46	4	0.6	0	-1.2	-3
47	-2	0.9	-6	-1.3	-3
48	-6	-0.6	0	-1.3	-6
49	6	-0.8	-2	-1.3	-1
50	2	0.4	-3	-1.4	4
51	1	3.0	2	-0.9	3

Single values from the entries so far.
cpd 51 in hcDAF12 agonist = 3.0
cpd 50 in PLCg1 inh = 2
cpd 47 in DAX1 inh-1 = -0.5
cpd 48 in SMARCA2 activ = 1
cpd 46 in DAX1 inh-1 = 0.0
cpd 49 in hgDAF-12 ag = -0.7
